Source: PubChem BioAssay
HT1080 cytotoxicity: cytotoxicity in HT1080 fibrosarcoma cells, cell-based, fluorescence readout (AID 620); HT1080 viability, fluorescence; higher % means a stronger effect; one-dose cytotoxicity, % at 10 µM; EC50 in µM for titrated hits; 0.42% of 87,000 active;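 further: cells exposed to compound overnight then 4 h with Alamar Blue; 0% = vehicle DMSO and 100% = killing control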
HPDE-C7 cytotoxicity: cytotoxicity in HPDE-C7 cells, cell-based, fluorescence, HTS (AID 430). HPDE-C7 pancreatic duct cells viability, fluorescence; higher % means a stronger effect. cytotoxicity, % at 10 µM, or EC50 in µM where a hit was titrated. 1.8% of 63,000 active;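 further: cells exposed to compound for 48 hours before viability readout; 0% = vehicle and 100% = reference cytotoxic drug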
Bfl-1 displacement: Bfl-1 inhibitors, primary screen, biochemical, fluorescence polarization, FITC-Bid, mouse (AID 432); FITC-Bid BH3 peptide fluorescence polarization displacement; higher % means a stronger effect; Bcl-2-related protein A1 (Mus musculus); 0.02% of 64,000 active; displacement, % at 20 µM, or IC50 in µM where a hit was titrated; in the data active means a potency from the dose series; inactive means the rest, 99 in 100 with displacement below about 15%; further: strong numbers were not always called active
HPDE-C7K KRASV12: cytotoxicity in KRAS-transformed pancreatic duct cells, primary screen, cell-based, fluorescence, HTS (AID 431); HPDE-C7K KRASV12 cells, Alamar Blue viability, 48 h; higher % means a stronger effect; cytotoxicity, % at 10 µM; hits with a dose series show EC50 in µM; 1.7% of 63,000 active;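 active means compounds whose percent cytotoxicity in the single-dose primary screen, scaled between solvent and toxic-drug controls, exceeds 50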;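 further: 0% = DMSO solvent wells and 100% = doxorubicin-treated wells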
Spn MK inh: S. pneumoniae MK inhibitors, primary screen, biochemical, PK/LDH-coupled NADH absorbance; mevalonate kinase [Streptococcus pneumoniae D39]; purified MK, PK/LDH-coupled NADH absorbance 340 nm; inhibition, % at 10 µM; 0.48% of 65,000 active; AID 555, 2006;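 active means ranked among the strongest by inhibition in the single 10 µM screen, a fixed top-ranked set picked for dose follow-up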; further: no value below 0 was filed
TNAP inhibition: human TNAP enzyme inhibitors, biochemical, luminescent (AID 518); Alkaline phosphatase, tissue-nonspecific isozyme (Homo sapiens); purified TNAP enzyme, luminescent substrate readout; higher % means a stronger effect; inhibition, % at 20 µM, or IC50 in µM where a hit was titrated; 0.09% of 64,000 active; in the data active means a potency from the dose series; inactive means the rest, 99 in 100 with inhibition below about 22%;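 further: plate controls were vehicle for no effect and reference inhibitor for full effect; many of its hits are not listed in these tables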
LYP inhibition: LYP phosphatase inhibitors, primary screen, biochemical, DiFMUP fluorescence, recombinant catalytic domain, 10 µM (AID 606). Tyrosine-protein phosphatase non-receptor type 22 (Homo sapiens). recombinant LYP catalytic domain, DiFMUP fluorescence; higher % means a stronger effect. 52,000 tested, under 10 active. inhibition, % at 10 µM, or IC50 in µM where a hit was titrated;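 active means IC50 under 40 µM in the dose-response test; inactive means IC50 of 40 µM or more, or never dose-tested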
Spn PMK inh: S. pneumoniae PMK inhibitors, primary screen, biochemical, mevalonate pathway, pilot trial included; phosphomevalonate kinase (Streptococcus pneumoniae D39); purified PMK, PK/LDH-coupled NADH absorbance 340 nm; inhibition, % at 10 µM; 0.49% of 65,000 active;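 active means top-ranked compounds by inhibition in the single 10 µM screen, taking a fixed number of the strongest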;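 further: 0% = full reaction with DMSO carrier and 100% = background rate without enzyme reaction; no value below 0 was filed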
DPM-DC inhibit: S. pneumoniae DPM-DC inhibitors, primary screen, biochemical, PK/LDH-coupled NADH fluorescence; diphosphomevalonate decarboxylase (Streptococcus pneumoniae D39); purified DPM-DC; calls only at 10 µM; 0.49% of 65,000 active; AID 556, 2006;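 active means the 320 compounds with the highest percent inhibition in the single-dose primary screen, excluding strongly autofluorescent ones, cut at about 32% in these data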;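 further: kinetic rate of NADH fluorescence loss reporting ADP formed by the decarboxylase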
Spn PMK inh pilot replicates: second read-out of Spn PMK inh, no call of its own (marks repeat the call); inhibition, %; measured here: pilot screen replicates
Spn MK inh pilot replicates: further read-out of Spn MK inh, marked with its call; inhibition, %; measured here: pilot screen replicates
DPM-DC inhibit pilot screen %: second read-out of DPM-DC inhibit, no call of its own (marks repeat the call); inhibition, %; measured here: pilot screen trials
An asterisk follows results filed as active; i = inactive; . = not tested or not shown; + = active, no number. Unless noted, no stated cut-off is given here; in the data, active means cytotoxicity above about 50%; inactive means the rest. Rows are unselected. About 3.6% of those tested had a hit in this group.

SMILES	HT1080 cytotoxicity	HPDE-C7 cytotoxicity	Bfl-1 displacement	HPDE-C7K KRASV12	Spn MK inh	Spn MK inh pilot replicates	TNAP inhibition	LYP inhibition	Spn PMK inh	Spn PMK inh pilot replicates	DPM-DC inhibit	others
CN(C(=O)c1cccc(N2C(=O)C3CC=CCC3C2=O)c1)C1CCCCC1 (stereo unspecified)	1.8%	-5.1%	-7.2%	-3.8%	0.0	.	3.3%	17.4%	21.0	.	i
COc1cccc(-c2nc(CS(=O)CC(=O)NCc3ccccc3)c(C)o2)c1 (stereo unspecified)	-5.6%	-6.3%	-1.9%	1.5%	3.0	.	5.9%	10.6%	6.0	.	i
O=C(O)C1CCCN1S(=O)(=O)c1cc(Cl)ccc1Cl (stereo unspecified)	3.1%	-7.7%	0.3%	-18.9%	4.0	.	7.4%	10.6%	5.0	.	i
CC(=NC(C)C)C1=C(O)CCC1=O	-5.6%	-6.9%	-3.6%	-0.6%	0.0	.	4.5%	7.3%	8.0	.	i
CC(=O)Oc1cc2oc(=O)c3c(c2cc1Cl)CCC3	-13.6%	.	-8.1%	.	4.0	.	8.1%	.	23.0	.	.
CCn1c(=N)n(CC(O)c2ccco2)c2ccccc21 (stereo unspecified)	-6.7%	-20.4%	-1.6%	-9.8%	6.0	0.0	8.0%	1.9%	1.0	4.0	i	DPM-DC inhibit pilot screen %=0.0
CCOC(=O)c1oc2ccccc2c1NC(=O)COc1cccc(OC)c1	4.3%	-5.1%	-9.0%	-9.5%	3.0	.	-1.2%	11.6%	11.0	.	i
CCC1Oc2ccc(C)cc2N(CC(=O)NCCc2ccc(OC)c(OC)c2)C1=O (stereo unspecified)	-3.1%	-20.7%	-3.1%	2.2%	3.0	.	8.4%	-1.7%	3.0	.	i
Fc1ccc(Cn2nnc(-c3ccc(CN4CCOCC4)cc3)n2)cc1	-13.2%	13.1%	-0.7%	20.9%	3.0	0.0	12.1%	4.5%	14.0	10.0	i	DPM-DC inhibit pilot screen %=1.0
O=C(Nc1cccc2nsnc12)c1ccc(F)cc1	24.9%	.	-1.1%	.	8.0	.	13.9%	-4.0%	14.0	.	i
CN(Cc1nc2ccccc2c(=O)[nH]1)CC(O)COCc1ccco1 (stereo unspecified)	-4.0%	7.2%	-7.2%	-8.2%	0.0	.	-17.6%	.	7.0	.	i
NC(=O)C1C(c2ccccc2)=C1c1ccccc1	-0.4%	-4.1%	-10.3%	7.1%	0.0	.	7.5%	.	1.0	.	i
CC1CN(CC(O)COc2ccc(C(=O)c3ccccc3)cc2)CC(C)O1 (stereo unspecified)	9.3%	-0.1%	0.3%	6.6%	8.0	.	3.5%	0.2%	12.0	.	i
CCN(CC)S(=O)(=O)c1cc(C(=O)NC2CCCCC2)ccc1C	-1.7%	3.4%	-2.7%	13.2%	3.0	.	6.4%	.	0.0	.	i
O=C(C1CCCCC1)N(Cc1nc2sc3c(c2c(=O)[nH]1)CCCC3)Cc1cccs1	-6.4%	41.5%	-1.5%	32.1%	3.0	.	-2.6%	-4.4%	5.0	.	i
COc1ccc(N2CCN(CCNS(=O)(=O)c3cccc4nsnc34)CC2)cc1	0.8%	-13.1%	4.5%	-8.2%	30.0	0.0	12.8%	2.2%	33.0*	+	+	DPM-DC inhibit pilot screen %=+
CCOC(=O)N1CCN(C(=O)CSc2nc(-c3cccc(C)c3)ns2)CC1	2.3%	2.1%	-1.2%	1.0%	5.0	.	9.7%	8.6%	14.0	.	i
COCCNC(=O)CN(C(=O)CCC(=O)Nc1cc(C)on1)c1ccccc1C	-7.2%	-18.7%	-12.0%	-7.6%	0.0	.	11.9%	7.2%	5.0	.	i
CCS(=O)(=O)N1Cc2ccccc2CC1C(=O)OCC(=O)Nc1ccc(C)cc1 (stereo unspecified)	0.0%	-2.3%	-6.8%	-1.1%	1.0	.	5.0%	0.4%	11.0	.	i
CCOc1ccc(NC2=NC(C)(C)N=C(N)N2)cc1	-1.5%	-8.5%	-0.1%	-2.2%	10.0	.	-1.4%	2.7%	0.0	.	i
COc1ccc(C(CNC(=O)c2cccnc2SC)N2CCOCC2)cc1 (stereo unspecified)	1.1%	8.0%	-1.0%	-5.7%	9.0	.	6.1%	3.6%	15.0	.	i
CCC(=O)c1cc2c(cc1NC(=O)C(C)C)OCCO2	4.7%	8.8%	3.1%	7.7%	3.0	.	2.4%	14.2%	11.0	.	i
CC(=O)c1cccc(NC(=O)Cc2cccs2)c1	25.2%	-5.3%	-3.3%	-4.6%	0.0	.	9.9%	12.2%	12.0	.	i
CC(=O)Nc1ccc(S(=O)(=O)NC(=O)C23CC4CC(CC(C4)C2)C3)cc1	3.8%	-8.3%	-4.9%	-36.2%	3.0	.	-1.9%	1.5%	5.0	.	i
CC1=C(C(N)=O)C(c2ccc3c(c2)OCO3)n2nc(-c3cccc(C)c3)nc2N1 (stereo unspecified)	3.8%	8.4%	-8.7%	4.0%	6.0	.	-3.9%	.	12.0	.	i
Cc1csc(NC(=O)c2cc3c(s2)-c2ccccc2OC3)n1	1.7%	-10.3%	6.0%	-7.8%	7.0	0.5	18.6%	9.6%	0.0	0.0	.
COc1cc(Cl)cc(NC(=O)CCN2CCN(C)CC2)c1	-8.7%	-1.0%	-6.1%	1.6%	5.0	.	7.0%	.	1.0	.	i
Cc1cc2c(c(=O)n1Cc1cccnc1)C(c1ccc(F)cc1)C(C#N)=C(N)O2 (stereo unspecified)	-4.5%	-12.1%	1.4%	4.9%	3.0	.	13.1%	9.4%	12.0	.	i
Cc1sc2ncnc(Oc3ccc(-n4ccnc4)cc3)c2c1C	4.7%	-24.3%	-0.9%	0.6%	7.0	0.0	13.1%	10.0%	8.0	4.0	i	DPM-DC inhibit pilot screen %=0.0
Cc1ccc2c(c1)NC(=O)C(CC(=O)NCCN(CC(C)C)CC(C)C)O2 (stereo unspecified)	8.7%	11.0%	0.4%	15.6%	13.0	3.5	10.3%	0.4%	0.0	2.5	i	DPM-DC inhibit pilot screen %=0.0
CCOC(=O)N1CCN(C(=O)CSc2nnc(C3COc4ccccc4O3)o2)CC1 (stereo unspecified)	-7.2%	-6.3%	-3.7%	-10.1%	3.0	.	-4.0%	.	4.0	.	i
COc1ccc(S(=O)(=O)N2CCC(C(N)=O)(N3CCCCC3)CC2)cc1	-10.2%	6.4%	-3.7%	1.7%	4.0	.	9.4%	9.6%	0.0	.	i
Cc1oc(C(=O)O)cc1CSCc1ccoc1C(=O)O	-3.8%	-1.8%	-4.2%	-14.1%	5.0	.	6.3%	16.1%	4.0	.	i
CCc1c(C)[nH]c2ccccc2c1=O	15.9%	-24.7%	3.9%	-15.1%	5.0	.	-5.7%	27.1%	7.0	.	i
Cc1cc(C(F)F)n2nc(C(=O)Nc3cccc(C(F)(F)F)c3)nc2n1	-0.5%	-11.4%	-7.1%	-8.5%	4.0	.	6.1%	5.6%	7.0	.	i
CCOc1cccc(Oc2ccc(C(F)(F)F)cn2)c1	0.6%	-26.0%	1.3%	-20.6%	6.0	0.0	4.3%	4.9%	9.0	0.0	i	DPM-DC inhibit pilot screen %=0.0
CCNc1oc(COc2ccccc2F)nc1C#N	1.2%	-10.7%	-8.3%	-4.3%	6.0	3.5	9.1%	-5.1%	17.0	4.5	i	DPM-DC inhibit pilot screen %=1.5
CC1C(c2ccccc2)N(C)CCC12NC(=O)NC2=O (stereo unspecified)	0.4%	-1.0%	-6.2%	14.5%	13.0	0.0	12.8%	13.6%	7.0	1.5	i	DPM-DC inhibit pilot screen %=2.0
C=CCn1c(SCC(=O)Nc2ccccc2OC)nnc1-c1ccco1	3.1%	-8.9%	-6.7%	11.6%	8.0	1.5	3.7%	0.8%	9.0	2.0	i	DPM-DC inhibit pilot screen %=5.0
CC1CCN(c2nc3c(c(=O)[nH]c(=O)n3C)n2CCSc2nc3ccccc3o2)CC1	6.7%	.	.	.	1.0	.	.	.	15.0	.	i
CCNC(=O)Nc1cc2nc(C)n(Cc3ccc(Br)cc3)c2nc1C	-5.8%	-6.8%	-2.0%	6.4%	10.0	.	10.9%	6.2%	11.0	.	i
COCCNC(=O)c1ccc(N(C)S(=O)(=O)c2ccc(OC)c(OC)c2)cc1	-5.5%	-33.9%	-22.5%	-33.3%	1.0	.	6.7%	8.1%	8.0	.	i
COC(=O)CCC(=O)Nc1ccc(S(=O)(=O)N2CCCCCC2)cc1	1.1%	-19.8%	-6.1%	-9.9%	7.0	0.0	4.1%	1.8%	11.0	2.5	i	DPM-DC inhibit pilot screen %=0.0
Cc1cc(C)c2[nH]c(=O)c(C(c3nnnn3CC3CCCO3)N3CCC(C)CC3)cc2c1 (stereo unspecified)	-3.3%	-5.2%	-0.1%	3.4%	11.0	.	10.4%	0.2%	6.0	.	i

By substructure: the compounds so far with a thiophene ring, fused or not
SMILES	HT1080 cytotoxicity	HPDE-C7 cytotoxicity	Bfl-1 displacement	HPDE-C7K KRASV12	Spn MK inh	Spn MK inh pilot replicates	TNAP inhibition	LYP inhibition	Spn PMK inh	Spn PMK inh pilot replicates	DPM-DC inhibit	others
O=C(C1CCCCC1)N(Cc1nc2sc3c(c2c(=O)[nH]1)CCCC3)Cc1cccs1	-6.4%	41.5%	-1.5%	32.1%	3.0	.	-2.6%	-4.4%	5.0	.	i
CC(=O)c1cccc(NC(=O)Cc2cccs2)c1	25.2%	-5.3%	-3.3%	-4.6%	0.0	.	9.9%	12.2%	12.0	.	i
Cc1csc(NC(=O)c2cc3c(s2)-c2ccccc2OC3)n1	1.7%	-10.3%	6.0%	-7.8%	7.0	0.5	18.6%	9.6%	0.0	0.0	.
Cc1sc2ncnc(Oc3ccc(-n4ccnc4)cc3)c2c1C	4.7%	-24.3%	-0.9%	0.6%	7.0	0.0	13.1%	10.0%	8.0	4.0	i	DPM-DC inhibit pilot screen %=0.0

Arranged by molar mass (ascending): 3 of the compounds above.
SMILES	HT1080 cytotoxicity	HPDE-C7 cytotoxicity	Bfl-1 displacement	HPDE-C7K KRASV12	Spn MK inh	Spn MK inh pilot replicates	TNAP inhibition	LYP inhibition	Spn PMK inh	Spn PMK inh pilot replicates	DPM-DC inhibit	others
CCNc1oc(COc2ccccc2F)nc1C#N	1.2%	-10.7%	-8.3%	-4.3%	6.0	3.5	9.1%	-5.1%	17.0	4.5	i	DPM-DC inhibit pilot screen %=1.5
COC(=O)CCC(=O)Nc1ccc(S(=O)(=O)N2CCCCCC2)cc1	1.1%	-19.8%	-6.1%	-9.9%	7.0	0.0	4.1%	1.8%	11.0	2.5	i	DPM-DC inhibit pilot screen %=0.0
C=CCn1c(SCC(=O)Nc2ccccc2OC)nnc1-c1ccco1	3.1%	-8.9%	-6.7%	11.6%	8.0	1.5	3.7%	0.8%	9.0	2.0	i	DPM-DC inhibit pilot screen %=5.0
